# Screening results: PubChem, National Center for Advancing Translational Sciences (NCATS)
# ERK EGF block: qHTS Assay for Inhibitors of the ERK Signaling Pathway using a Homogeneous Screening Assay; Stimulation with EGF | HEK293-V1b, EGF-stimulated phospho-ERK AlphaScreen | Potency, µM (highest dose often 11.5 µM), for the others: at the highest dose activity change, negative = inhibition, usual class: inhibitors | 0.41% of 130,000 active | AID 1454, 2008; active means well fitted inhibition curve with a large enough effect; inconclusive means small, poorly fitted or top-dose-only effect, or effect the other way;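 further: plate controls were stimulated vehicle wells for no effect and unstimulated vehicle basal for full effect; nearly all actives have a fitted effect of over 55% in size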
#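 Cell line HEK293 (stable V1b), low serum overnight. Pretreatment: compound 30 min, 37C. EGF 25 nM, 5 min. Detection: SureFire AlphaScreen, 5 h RT. AC50 via standard Hill equation.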
# The depositor's hits bear a star; ? = inconclusive; [ ] = dose if it differs, or a comment. Potency means the concentration at half of the fitted maximal effect. This is a subset, so the mix of outcomes need not match the whole.
no.	structure	ERK EGF block
1	COc1ccc(CC(=O)NC2CCCc3ccccc32)cc1 (configuration not stated)	0%
2	COc1ccc(-n2nc3c(N)n[nH]c3cc2=O)cc1	1%
3	Cc1ccc(NC(=O)CSc2nc(N)cc(=O)[nH]2)cc1S(=O)(=O)N1CCOCC1	0%[57.5 µM]
4	Cc1cccn2cc(COc3ccc(-c4ccccc4)cc3)nc12	?
5	CCOC(=O)C1(Cc2ccc(OC)cc2)CCN(C(=O)c2cccc3nccnc23)CC1	-16%[57.5 µM]
6	COc1ccc(CC(=O)OCC(=O)c2ccc(OC)cc2)cc1	-1%
7	CN(Cc1cn(C)nc1-c1cccc(Cl)c1)Cc1nccn1C	-5%[57.5 µM]
8	Cc1cccc(C2c3[nH]c4ccccc4c3CCN2C(=O)c2nn(C)c(=O)c3ccccc23)n1 (configuration not stated)	-3%
9	COc1cc(NS(=O)(=O)c2ccc(NC(=O)CN3C(=O)c4ccccc4C3=O)cc2)nc(OC)n1	-6%
10	CN1CCc2cc(NC(=O)Nc3cccnc3)ccc21	6%
11	COCCn1c(=O)c(-c2ccc(Cl)cc2)nc2cncnc21	1%
12	O=C(O)CCn1c(CO)nc2ccccc21	-4%
13	COc1ccc(C(=O)NC(=S)N2CCN(C)CC2)cc1Br	7%
14	Cc1onc(-c2ccccc2)c1-c1ccc(S(N)(=O)=O)cc1	12%
15	Cc1ccc(C)c(NC(=O)COC(=O)CCCN=C2NS(=O)(=O)c3ccccc32)c1	-4%
16	O=C(c1cccc(Oc2c(Cl)cccc2[N+](=O)[O-])c1)N1CCCCC1	-2%
17	COc1ccc(NC(=O)NNC(=O)CCC(=O)Nc2ccccc2Cl)cc1	9%
18	CC(=O)Nc1ccc(-c2csc(Nc3ccc(S(N)(=O)=O)cc3)n2)cc1	-7%
19	CCCCC1=CC2=CC(=O)C(C)(OC(=O)CC)C(=O)C2=CO1 (configuration not stated)	-12%
20	C[C@@H]1CCC2C(C)(C)C3CC21CC[C@@]3(C)O (some centres not stated)	-14%

# Results in sequence from the entries so far.
# Nos. 11–18 in ERK EGF block: 1%, -4%, 7%, 12%, -4%, -2%, 9%, -7%

# Further entries.
no.	structure	ERK EGF block
21	COc1cccc(Cn2c(=O)c(-c3cccc(C#N)c3)nc3cnc(Nc4ccccc4)nc32)c1	-4%
22	COc1cc(/C=C/C(=O)O)ccc1S(=O)(=O)N1CCCc2ccccc21	7%
23	CN(c1ccccc1)c1nc(N)c([N+](=O)[O-])c(NCCO)n1	3%[57.5 µM]
24	Cc1ccc(-c2ccc(C(=O)Nc3cccc(F)c3)o2)c2ccccc12	7%
25	CC1=C(C(N)=O)C(c2cccs2)n2ncnc2N1 (configuration not stated)	6%[57.5 µM]
26	CCOC(=O)c1ccc(S(=O)(=O)N2CCN(C(=O)CSc3nc4ccccc4o3)CC2)cc1	-1%
27	O=S(=O)(Nc1ccc(N=Nc2ccc(O)c3ccccc23)cc1)c1ccccc1	7%
28	Cc1ccccc1NC1=CC(=O)CC(C)(C)C1	3%
29	CCCCCC(=O)N1CCN(c2ccc(C(C)=O)cc2F)CC1	-2%
30	CCn1cc(C(C)NC(=O)Nc2ccccc2C(=O)OC)c(C)n1 (configuration not stated)	-6%

# Part of the list above in order of SMILES length, smallest number first.
no.	structure	ERK EGF block
28	Cc1ccccc1NC1=CC(=O)CC(C)(C)C1	3%
25	CC1=C(C(N)=O)C(c2cccs2)n2ncnc2N1 (configuration not stated)	6%[57.5 µM]
30	CCn1cc(C(C)NC(=O)Nc2ccccc2C(=O)OC)c(C)n1 (configuration not stated)	-6%
24	Cc1ccc(-c2ccc(C(=O)Nc3cccc(F)c3)o2)c2ccccc12	7%
22	COc1cc(/C=C/C(=O)O)ccc1S(=O)(=O)N1CCCc2ccccc21	7%
21	COc1cccc(Cn2c(=O)c(-c3cccc(C#N)c3)nc3cnc(Nc4ccccc4)nc32)c1	-4%

# (more compounds)
no.	structure	ERK EGF block
31	CC(C)CNc1nnnc2c1sc1nc(N3CCOCC3)c3c(c12)CCCC3	-8%[57.5 µM]
32	NS(=O)(=O)c1cccc(NC(=O)COC(=O)COc2ccc3ccccc3c2)c1	2%[57.5 µM]
33	COc1ccc(NC(=O)c2cc3nc(-c4ccccc4)cc(C)n3n2)cc1OC	-8%
34	c1ccc(C2=NN(c3ccccc3)C(c3ccco3)C2)cc1 (configuration not stated)	-3%
35	CNc1nc(N)c([N+](=O)[O-])c(NCC2CCCO2)n1 (configuration not stated)	2%[57.5 µM]
36	CC(C)NC(=O)CC(=O)N/N=C/c1cccs1	-8%
37	CCOC(=O)CC1(c2ccc(OC)c(OC)c2)C(=O)c2ccccc2C1=O	-11%[57.5 µM]
38	CCOC(=O)C1=C(C)N(c2ccc(OC)cc2)C(=O)/C1=C\c1ccc(O)c(OCC)c1	-7%[57.5 µM]
39	COC(=O)C1(S(=O)(=O)c2cccc3nsnc23)CC1	2%
40	CC(C)(C)c1ccc(CN2C(=O)CSC2=O)cc1	-2%
41	COc1ccc(Nc2nccc(N(C)C)c2C#N)cc1	?
42	O=C(CSc1nnc2sc3ccccc3n12)NCc1ccc2c(c1)OCO2	13%[57.5 µM]
43	O=c1cc(-c2ccc(O)cc2)oc2c(O)c(O)c(O)c(O)c12	3%[57.5 µM]
44	CC(C)CC(=O)N/C(N)=N/c1nc2ccccc2o1	4%[57.5 µM]
45	O=C(N/N=C/c1coc2ccccc2c1=O)c1cc(O)cc(O)c1	-3%
46	Cc1ccc(C(=O)NC(NCc2ccco2)C(Cl)(Cl)Cl)cc1 (configuration not stated)	6%
47	S=C(Nc1ccc(Cl)cc1Cl)Nn1cnnc1	26%
48	CC(=O)c1ccc(N2CCN(C(=O)c3cc4c(s3)CCCC4)CC2)cc1	-4%
49	COc1ccc(C(=O)Nc2ccc(S(=O)(=O)NC(C)=O)cc2)cc1[N+](=O)[O-]	4%
50	O=C(NC1=NCCS1)c1cc(-c2cccnc2)nc2ccccc12	-1%
51	C#CCOCCOCCOCCNc1nc(N2CCN(C(=O)[C@H]([C@@H](C)O)n3cc(CCCCN)nn3)CC2)nc(N2CCN(C(=O)[C@H](C)n3cc(CCCN=C(N)N)nn3)CC2)n1	-3%
52	CC(=O)N1CC[n+]2c(-c3ccc(Cl)cc3)csc21	2%
53	Cc1ccnc(N2CCC(C(=O)NCc3ccccc3F)CC2)n1	19%
54	COCCNC(=O)C1(C)C=CCN1C(C)=O (configuration not stated)	-5%
55	COc1ccc(NC(=O)Nc2ccccc2F)cc1Cl	-8%
56	COCCNCC(=O)Nc1ccc(OC(F)(F)F)cc1	4%
57	Cc1nn(C(C)C(=O)Nc2ccc3c(c2)OCO3)c(C)c1[N+](=O)[O-] (configuration not stated)	-8%[57.5 µM]
58	O=C(NCCN1CCOCC1)C12CC3CC(C1)CC(c1ccccc1)(C3)C2	11%
59	CC(C)C(C)/C=C/C(C)C1CCC2C3=CC=C4CC(O)CCC4(C)C3CCC21C (configuration not stated)	3%
60	COc1cccc2cc(C(C)N(CCCN3CCOCC3)C(=S)Nc3c(C)cccc3C)oc12 (configuration not stated)	4%
61	CSc1ccc(C(=O)C2CCCN(S(=O)(=O)c3c(C)noc3C)C2)cc1 (configuration not stated)	2%
62	O=C(O)c1ccc2nc(-c3ccco3)c(-c3ccco3)nc2c1	-7%
63	CC(C)c1nc(N(C)S(C)(=O)=O)nc(-c2ccc(F)cc2)c1/C=C/C(O)CC(O)CC(=O)O (configuration not stated)	14%
64	Cc1ccccc1-n1c(=O)c2ccccc2n(CC(=O)NCc2ccco2)c1=O	-7%
65	O=C1N=C(N2CCCCC2)S/C1=C\c1ccncc1	-3%[57.5 µM]
66	CCO[C@@H]1OC(C(=O)NC2CC2)=C[C@H](c2ccc(C(F)(F)F)cc2)[C@H]1CCCO	-14%[57.5 µM]
67	O=C(Nc1ccon1)c1ccc(S(=O)(=O)N2CCOCC2)cc1	-7%
68	Cc1cc(C)nc(SCc2ccc(C(=O)N/N=C/c3ccncc3)cc2)n1	-11%
69	Cc1ccc(-n2c(SCC(=O)N3c4ccccc4Sc4ccccc43)nnc2-c2ccncc2)cc1	5%
70	COc1cc(N=c2oc3c(C)ncc(CO)c3cc2C(N)=O)cc(OC)c1OC	1%
71	COc1ccc(OCCSc2nnc3c(Cl)cc(Cl)cn23)cc1	7%
72	N#CC1(Nc2cccc(Br)c2)C(=O)Nc2ccccc21 (configuration not stated)	-9%[57.5 µM]
73	CCN1C(=O)/C(=C\C=C2/C=CC=CN2CC)SC1=S	25µM*
74	Cc1ccc(S(=O)(=O)N2CCN(C(=O)N(C)C)CC2)cc1	3%
75	Cc1cc(C)cc(NC(=O)Nc2cccc(S(N)(=O)=O)c2)c1	-7%[57.5 µM]
76	CCC(=O)Nc1nc2ccc(NC(=O)c3cc(OC)c(OC)c(OC)c3)cc2s1	2%
77	Cc1cc(OC(=O)C2CC2)c([N+](=O)[O-])c(=O)[nH]1	5%
78	CCNC(=S)N/N=C/c1ccc(C#N)cc1	-3%
79	Cc1ccc2c(c1)S/C(=C/c1ccc[n+](CCO)c1)N2C	2%
80	COc1c(O)ccc(/C=N/NC(=O)c2ccc3c(c2)OCCO3)c1[N+](=O)[O-]	-7%[57.5 µM]

# New compounds follow
no.	structure	ERK EGF block
81	COC(=O)COc1cc2ccccc2cc1C(=O)Nc1ccccc1	1%
82	S=C(NCc1ccc(Cl)cc1)Nc1ccccc1Cl	2%
83	Cc1cc(C(=O)NNC(=O)Nc2ccc(Cl)cc2)no1	-6%[57.5 µM]
84	CNC(=O)c1c(NC(=O)C(C)C)sc2c1CCC2	-3%[57.5 µM]
85	CN(C(=O)COC(=O)c1n[nH]c2ccccc12)c1ccccc1	-9%
86	Cc1ccc(CSc2nnc(CCCCCNC(=O)OC(C)(C)C)o2)cc1	4%[57.5 µM]
87	Cc1nn(C)cc1/C=C/C(=O)c1ccc(O)cc1	0%
88	COc1ccccc1N(C)S(=O)(=O)c1ccc(C(=O)NC(C)c2ccccc2)cc1 (configuration not stated)	?
89	COCCN(CCOC)S(=O)(=O)c1ccc(C(=O)Nc2c(C)n(C)n(-c3ccccc3)c2=O)cc1	-3%[57.5 µM]
90	COc1ccc(C2SCCN2C(=S)Nc2ccc(F)cc2)cc1 (configuration not stated)	-3%
91	COc1cnc(-c2ccccn2)nc1Sc1ccc(F)cc1	7%
92	Clc1ccc(CNCc2cccs2)c(Cl)c1	-2%
93	COC(=O)c1ccc(N2CN=C(c3ccc(C)cc3)NC2=S)cc1	5%
94	O=C(NNC(=O)C1[C@H]2CCCC[C@@H]12)Nc1cccc2ccccc12 (some centres not stated)	-6%[57.5 µM]
95	COc1cc2c(cc1NC(=O)COC(=O)CNC(=O)c1ccccc1)oc1ccccc12	-24%[57.5 µM]
96	Cc1cc2c(NC(=O)Nc3ccccc3)cccc2nn1	31%[57.5 µM]
97	CCOCCCNC(=O)Cc1c(C(=O)O)[nH]c2ccc(Cl)cc12	2%
98	CCn1cc(/C=C/C(=O)Nc2c(C)nn(Cc3ccccc3)c2C)cn1	2%
99	Cc1nonc1OC(C)CNCCNc1ccc([N+](=O)[O-])cc1 (configuration not stated)	?
100	Cn1cnc([N+](=O)[O-])c1NCc1ccccc1	3%[57.5 µM]
101	COc1ccc([N+](=O)[O-])cc1NC(=O)CC(c1ccccc1)c1ccccc1	8%
102	C/C(=N\Nc1nnc(-c2ccccc2)c(-c2ccccc2)n1)c1cccc([N+](=O)[O-])c1	?
103	NC(=S)N/N=C1\CC(c2ccc3c(c2)OCCO3)Oc2ccc(F)cc21 (configuration not stated)	-8%[57.5 µM]
104	Cc1ccc(-n2c(C)cc(C(=O)CN3CCCCC3)c2C)cc1	-9%
105	CCN(CC)S(=O)(=O)c1ccc(OC)c(NC(=O)C(C)Oc2ccc3c(C)cc(=O)oc3c2)c1 (configuration not stated)	2%
106	Cc1ccc(-c2nn(-c3ccccc3)cc2/C=C/C(=O)Nc2nccs2)cc1	-7%
107	Cc1ccc(NC(=O)COC(=O)Cn2nc(C)c([N+](=O)[O-])c2C)c([N+](=O)[O-])c1	3%
108	Cc1cc(C)nc(N2N=C(CSc3ccc(Cl)cc3)CC2=O)n1	3%
109	O=C(c1ccc(F)cc1)N(c1ccccn1)C1CCCCC1	-6%
110	CC(C)=CC(=O)OCC(=O)Nc1cc(C)cc(C)c1	-6%
111	CC(C)=CCN1CCN(Cc2ccc(C)s2)CC1CCO (configuration not stated)	-2%
112	Cc1cccc(C)c1NC(=O)CSc1nnc(C)n1CC1CCCO1 (configuration not stated)	8%
113	Cc1cc(C)c2c(NC(=O)CCl)nn(C)c2n1	6%
114	O=C(/C=C/c1ccccc1)Nc1sc2c(c1C(=O)O)CCC2	8%[57.5 µM]
115	COc1ccc(/C=C/C(=O)NCC(=O)N/N=C(\C)Cc2ccccc2)cc1	-4%[57.5 µM]
116	O=C(NNC(=S)Nc1ccc(Cl)cc1)c1cccs1	10%
117	COc1cccc(/C=C(\CC(=O)O)c2nc3ccccc3s2)c1	-2%
118	NNC(=O)CS(=O)(=O)CS(=O)(=O)CC(=O)NN	-20%[57.5 µM]
119	CNC(=O)CNC(=O)Nc1ccc(C)cc1	-9%
120	CC(C)CCN1CCN(Cc2cc(F)ccc2-n2cccn2)CC1CCO (configuration not stated)	-7%
121	CN(/N=C/c1ccncc1)c1cnc2ccccc2n1	8%
122	COC(=O)c1cc(=O)n(Cc2ccc(F)cc2)c(=NCc2ccc(F)cc2)s1	4%
123	N#CCCn1c(=O)cnc2cnc(Nc3ccccc3)nc21	3%
124	O=C(CSc1nc2[nH]ncc2c(=O)[nH]1)NCc1ccc(F)cc1	-7%
125	CCN(C(=O)CSc1nc2ccccc2c(=O)n1CCOC)C1CCS(=O)(=O)C1 (configuration not stated)	1%
